Source: PubChem BioAssay
RXFP1 antagonist – blocks the human relaxin receptor RXFP1; HEK293-RXFP1, relaxin-stimulated cAMP HTRF, 30 min; stronger effect = lower value; activity change, negative = inhibition, % at 57.5 µM; actives 0.59% (n = 350,000); Q9HBX9;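 active means activity change of -60% or lower, but not beyond a set lower limit; inconclusive means change between -60% and -40%, or beyond the set limit; inactive means change above -40%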; further: on the % scale 0 is the no-effect control and ±100 the full control effect
D2 PAM – D2 dopamine receptor (human) potentiation | P14416 | HEK293 T-REx D2, calcium flux, EC20 dopamine potentiation | potentiation, % at 10 µM | actives 0.34% (n = 340,000);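 active means potentiation over 3 SD above the plate norm, cut at about 30% in these data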; further: 0% is about no effect
Target sequence (P14416 whole entry, looked up): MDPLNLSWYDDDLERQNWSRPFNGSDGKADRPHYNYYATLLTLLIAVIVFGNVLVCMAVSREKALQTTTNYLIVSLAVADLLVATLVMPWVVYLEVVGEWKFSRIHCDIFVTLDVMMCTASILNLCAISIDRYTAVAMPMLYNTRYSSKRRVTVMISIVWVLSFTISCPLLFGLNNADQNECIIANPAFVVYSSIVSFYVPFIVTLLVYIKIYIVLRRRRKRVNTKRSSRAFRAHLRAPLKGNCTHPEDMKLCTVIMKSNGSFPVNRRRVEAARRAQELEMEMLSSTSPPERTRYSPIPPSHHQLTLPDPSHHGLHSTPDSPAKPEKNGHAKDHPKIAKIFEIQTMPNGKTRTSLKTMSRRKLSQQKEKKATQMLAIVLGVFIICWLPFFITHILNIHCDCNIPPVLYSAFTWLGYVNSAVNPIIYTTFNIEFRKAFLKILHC
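Using a no-wash calcium dye in inducible, force-coupled HEK293 Trex cells expressing D2, we tracked fluorescence each second for 180 s after compound, then for 180 s after EC20 dopamine to detect augmented signalling.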
D1 ag – activates the human D1 dopamine receptor; activation, % at 2 µM; AID 504660; HEK293 T-REx D1 cells, calcium flux, agonist mode; actives 1% (n = 360,000); P21728; in the data active means activation above about 30%; further: 0% is about no effect
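Inducible HEK293 T-REx D1 cells, force-coupled to calcium signalling, were plated at 4000 cells/well with tetracycline and held overnight at 30 C. After no-wash calcium dye loading, compound-evoked calcium rise over 180 s flagged agonists.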
D1 antagonist – antagonists of human D1 dopamine receptor | activity change, negative = inhibition, % at 10 µM | HEK293 TREx D1 cells, calcium flux, dopamine EC80; stronger effect = lower value | P21728 | actives 3.2% (n = 360,000); in the data active means activity change below about -30%; further: on the % scale 0 is the no-effect control and ±100 the full control effect
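Calcium flux readout: force-coupled, inducible Hek293 Trex D1 line, cells induced overnight at 30 C with tetracycline, dye-loaded 30–90 min at RT. Antagonism scored against EC80 dopamine challenge given 180 s after compound.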
RXFP1 agonist – activates the human relaxin receptor RXFP1; Q9HBX9; HEK293T-RXFP1 cAMP TR-FRET, 30 min; response scale: percent of porcine relaxin response, buffer zero; Potency, µM (titrated, usually from 57.5 µM), for the others: at the top dose activation, actives largely listed as activators; actives 0.3% (n = 370,000); AID 2676; further: potency means the concentration at half of the fitted maximal effect; on the % scale 0 is the no-effect control and ±100 the full control effect; nearly all actives have a fitted effect of over 60% in size; many of its hits are not listed in these tables
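HEK293 cells stably expressing RXFP1, treated 30 min at 37C with compounds plus PDE4 inhibitor Ro 20174; cAMP measured by HTRF TR-FRET. Normalized to buffer and 29 nM porcine relaxin; EC50 by Hill fit.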
Vif-A3G inh – Vif-A3G binding inhibition | Q9HC16 | HeLa A3G-eYFP + Vif (tagged APOBEC3G with the HIV-1 protein that degrades it), YFP fluorescence, overnight | Potency, µM (top dose mostly 46.1 µM), without a hit: at the highest dose activity, negative = active, actives largely listed as inhibitors | actives 0.076% (n = 410,000) | AID 602310;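 further: potency means the concentration at half of the fitted maximal effect; on the % scale 0 is the no-effect control and ±100 the full control effect; nearly all actives have a fitted effect of over 60% in size; hits raise eYFP signal because A3G escapes Vif-driven loss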
Target sequence (Q9HC16 whole entry, looked up): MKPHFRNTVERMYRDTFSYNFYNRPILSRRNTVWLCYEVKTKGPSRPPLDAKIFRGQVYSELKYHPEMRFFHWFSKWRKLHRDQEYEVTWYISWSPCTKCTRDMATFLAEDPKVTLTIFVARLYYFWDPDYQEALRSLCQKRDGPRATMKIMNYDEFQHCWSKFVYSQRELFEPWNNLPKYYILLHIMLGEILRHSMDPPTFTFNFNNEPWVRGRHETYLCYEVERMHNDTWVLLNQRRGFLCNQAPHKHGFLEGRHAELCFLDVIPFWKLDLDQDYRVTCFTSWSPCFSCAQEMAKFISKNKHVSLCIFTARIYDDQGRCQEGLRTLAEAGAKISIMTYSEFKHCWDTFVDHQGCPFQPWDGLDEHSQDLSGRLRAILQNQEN
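Read-out is eYFP fluorescence (Ex 488/Em 500-530) from Vif-expressing HeLa A3G-eYFP cells; more signal means A3G escaped Vif-mediated degradation. Cells plated overnight, compound pinned in, incubated overnight at 37 deg C.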
D1 potentiator – human D1 dopamine receptor positive modulation | potentiation, % at 10 µM | HEK293 TREx D1 cells, calcium flux, dopamine EC20 potentiation | actives 0.036% (n = 360,000) | P21728; in the data active means potentiation above about 30%; further: 0% is about no effect
Vif-A3F inh – blocks the Vif interaction with APOBEC3F; HeLa A3F-eYFP + Vif (tagged APOBEC3F with the HIV-1 protein that degrades it), YFP fluorescence increase; Potency, µM (doses to about 46.1 µM), for inactives: at the highest dose activity, negative = active; actives 0.2% (n = 390,000); AID 602313; further: potency means the concentration at half of the fitted maximal effect; % of control where 0% means no effect; nearly all actives have a fitted effect of over 65% in size
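HeLa cells stably expressing Vif plus C-terminally eYFP-tagged A3F were seeded, incubated overnight at 37 deg C, dosed with compound, incubated overnight again at 37 deg C. Yellow fluorescence (Ex 488/Em 500-530) reported blocked Vif-mediated A3F-eYFP degradation.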
Glioma ERSR ind – ER stress response induction in glioma; U87-MG GRP78 promoter luciferase reporter, 16 h; Potency, µM, for the others: at the top dose activation, most hits filed as activators; actives 0.02% (n = 420,000); AID 602332; further: potency means the concentration at half of the fitted maximal effect; series mostly up to about 76 µM; % of control where 0% means no effect; nearly all actives have a fitted effect of over 35% in size
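Stably transfected U87-MG human glioma cells carrying a GRP78-based luminescent sensor were seeded at 1000 cells/well, pin-dosed with compounds and incubated 16 h. Luciferase reagent was then added, and end-point luminescence was read after 10 min at room temperature.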
Starred values were filed as active, the others as inactive; ? = inconclusive; / = no result given; & = joins results of further samples. Unless noted, the call rests on the fitted dose curve; in most records, active means well fitted curve in the direction sought with a large enough effect; inconclusive means small, poorly fitted or top-dose-only effect, or another doubt; inactive means no such curve, though single readings can be large; an effect the other way counts as inactive or inconclusive. An excerpt; the hit share may differ from the screen's.

SMILES | RXFP1 antagonist | D2 PAM | D1 ag | D1 antagonist | RXFP1 agonist | Vif-A3G inh | D1 potentiator | Vif-A3F inh | Glioma ERSR ind
COc1ccc(/C=C/C(=O)c2ccoc2)cc1 | 7 | 13 | 2 | 0 | -0.3% | 3% | 0 | -9% | ?
COc1cccc(CNC(=O)c2cc(-c3cccs3)nc3ccccc23)c1 | 0 | / | 2 | 11 | 7.5% | 2% | -1 | -12% | -4%
Nc1nnc(SCC(=O)Nc2cccc(F)c2)s1 | -10 | 10 | 15 | -21 | 4.4% | -7% | -2 | -9% | 0%
CCN(CC)c1ccc2cc(-c3nc(-c4cc(OC)c(OC)c(OC)c4)no3)c(=O)oc2c1 | 10 | -15 | 153* | -29 | -1.3% | ? | -1 | ? | 0%
O=C1CCCN1CC(O)CS(=O)(=O)Cc1ccccc1 (centres undefined) | 1 | 8 | 1 | -2 | 0.2% | -5% | 1 | 1% | -5%
Cc1ccc(Nc2nc(CSc3nnc(-c4cccnc4)n3-c3ccccc3F)cs2)cc1 | -19 | 8 | 2 | -1 | 0.1% | -2% | -3 | -3% | 4%
COCCCn1c(C)c(C(C)=O)cc(NC(=O)c2ccccc2)c1=O | -27 | 12 | 1 | -16 | 8.0% | -6% | -4 | 1% | -5%
CCC(C)NC(=O)CSc1nnc(-c2ccoc2C)n1CC1CCCO1 (centres undefined) | -18 | 9 | 3 | 5 | 1.8% | -6% | -3 | / | -4%
Cc1n[nH]c(=O)c2c(NC(=O)CSc3ccccc3Cl)oc(C)c12 | -6 | -7 | 4 | 0 | -1.4% | -3% | -7 | -13% | 1%
COc1ccc(CCNC(=O)CCCCCN2C(=O)c3ccccc3C2=O)cc1 | 2 | 27 | 0 | 7 | 0.7% | 3% | 15 | -21% | -2%
CC[C@H](C)Cc1cn([C@@H](CCCN=C(N)N)C(=O)NCCCCCCCCCCC(=O)N2CCNCC2)nn1 | / | 4 | 6 | -4 | -1.6% | 6% | -4 | -2% | -1%
Cc1ccc(C(=O)O)cc1-n1c(C)cc(C=O)c1C | 3 | 2 | 1 | -6 | 0.6% | 2% | 2 | 3% | -4%
O=C(CSc1oc(-c2ccco2)nc1S(=O)(=O)c1ccccc1)NCC1CCCO1 (centres undefined) | -4 | -1 | -2 | -1 | 2.9% | 0% | -5 | 2% | -6%
O=C(CN(Cc1ccccc1)C(=O)CNS(=O)(=O)c1ccccc1)NCC1CCCO1 (centres undefined) | 7 | 10 | 4 | -3 | -1.0% | 1% | 1 | 7% | -2%
CCCCCn1c(=O)c(-c2nc3ccccc3c(=O)[nH]2)c(O)c2ccccc21 | / | -1 | 2 | 7 | 3.8% | / | -3 | / | /
COc1ccccc1CNC(=O)COC(=O)CSc1ccc(Cl)cc1 | 9 | -2 | 10 | -6 | -0.5% | 0% | -2 | -22% | -1%
Cc1ccc(CNC(=O)Nc2ccccc2)n1C | 21 | -5 | 5 | 3 | 0.0% | 0% | -4 | -3% | 11%
Cc1oc2c(CN3CCCCC3C)c(O)ccc2c(=O)c1-c1ccccc1 (centres undefined) | 1 | 9 | 1 | -4 | 6.1% | 0% | 0 | -3% | -1%
CC(C)CC(=O)Nc1ccc(C(=O)COC(=O)C2=COCCO2)cc1 | 6 | -22 | 4 | 15 | 0.0% | -3% | 4 | 6% | -3%
O=C(NC1CCSc2ccccc21)c1ccc(Cl)c(S(=O)(=O)N2CCOCC2)c1 (centres undefined) | -11 | -3 | 1 | -2 | -1.4% | -1% | 1 | 7% | -2%

Looked up by compound from the entries so far, 2 records:
SMILES | RXFP1 antagonist | D2 PAM | D1 ag | D1 antagonist | RXFP1 agonist | Vif-A3G inh | D1 potentiator | Vif-A3F inh | Glioma ERSR ind
Nc1nnc(SCC(=O)Nc2cccc(F)c2)s1 | -10 | 10 | 15 | -21 | 4.4% | -7% | -2 | -9% | 0%
O=C1CCCN1CC(O)CS(=O)(=O)Cc1ccccc1 (centres undefined) | 1 | 8 | 1 | -2 | 0.2% | -5% | 1 | 1% | -5%

Remaining list, next part.
SMILES | RXFP1 antagonist | D2 PAM | D1 ag | D1 antagonist | RXFP1 agonist | Vif-A3G inh | D1 potentiator | Vif-A3F inh | Glioma ERSR ind
CCOC(=O)C(Cc1ccc(Cl)cc1Cl)c1ccno1 (centres undefined) | -3 | 1 | 2 | / | 0.3% | -9% | -6 | -12% | -1%
O=c1c(-c2ccccc2)n[nH]c2ccccc12 | -5 | 3 | 0 | -15 | 0.3% | 0% | -2 | 6% | -3%
COc1ccccc1Sc1nc(-c2ccccc2)ncc1OC | -5 | 2 | 4 | -10 | 2.1% | 5% | -4 | 12% | -3%
Cc1ccc(Nc2nc(N)[nH]c(=O)c2N=O)cc1 | -1 | 12 | 2 | 10 | -0.5% | -4% | -7 | -7% | -6%
CC(=O)N1c2ccc(S(=O)(=O)NCC3CCC(C(=O)N4CCC(C)CC4)CC3)cc2CC1C (centres undefined) | -3 | -2 | 5 | -6 | 1.0% | 2% | -1 | -1% | 1%
CCCCOc1ccc(C(=O)NCC(=O)N2CCN(C(=O)c3ccco3)CC2)cc1 | 9 | 8 | 1 | -6 | -1.4% | -3% | -4 | -16% | -3%
CC(=O)c1ccc(S(=O)(=O)NCCCC(=O)N(C)Cc2ccc3c(c2)OCO3)cc1 | -5 | -15 | 7 | -57* | 1.5% | -7% | -9 | 2% | -2%
NC(=O)C1CC(O)CN1c1nc(CN2CCOCC2)nc2scc(-c3ccccc3)c12 (centres undefined) | -6 | 10 | -1 | 8 | 0.3% | -2% | 3 | -2% | -3%
C#CNC(=O)C1(CC=C)CCNCC1 | / | 8 | 0 | -2 | 0.5% | 1% | -5 | 6% | -3%
Cc1cnc(CN(C)C(=O)C2CCC(=O)N(CCc3cccc(F)c3)C2)[nH]1 (centres undefined) | 11 | 6 | 1 | 29 | -0.5% | 0% | 2 | -1% | -4%
O=C(NCCc1ccc(F)cc1)c1ccc(S(=O)(=O)N2CCCC2)cc1 | -8 | 10 | 1 | -1 | -0.4% | -9% | -10 | 1% | -3%
COc1ccc(C2CC(=O)Nc3c2c(C)nn3-c2nc(C)cc(C)n2)c(OC)c1OC (centres undefined) | 6 | -5 | 1 | 3 | 0.1% | 1% | 0 | -8% | 0%
Cc1ccc(Cn2c(CCNC(=O)C(C)C)nc3ccccc32)cc1 | 3 | -2 | 1 | 5 | 0.6% | -1% | 0 | 3% | -3%
CNC(=O)c1cn(-c2ccc(Cl)cc2)c(=O)c2ccccc12 | -4 | -5 | 2 | -22 | -0.7% | 0% | 1 | 3% | -2%
Cc1cccc(NC(=O)CN2CCN(C(=O)C3CCCO3)CC2)c1C (centres undefined) | -8 | 8 | 1 | -12 | -0.4% | 3% | -1 | 9% | -2%
C=CCN(CC=C)Cc1c(C)[nH]c2ccc(C(=O)OCC)cc2c1=O | -4 | 9 | 0 | 13 | 0.5% | 1% | 0 | -1% | -1%
CC(=O)Cc1nsc(NC(=O)c2ccc(-c3ccc(F)cc3)o2)n1 | -12 | 8 | 8 | 7 | 8.7% | -23% | 7 | -3% | 6%
CCSc1ncc(Cl)c(C(=O)Nc2nnc(CC)s2)n1 | / | 12 | -1 | 2 | -2.5% | 3% | 3 | -1% | -3%
Cc1[nH]c(=O)[nH]c(=O)c1S(=O)(=O)NCCc1ccc(S(N)(=O)=O)cc1 | 14 | 2 | 1 | -1 | 0.6% | 0% | -2 | -4% | -4%
Cc1nn(-c2ccccc2)c(C)c1/C=C1\C(=O)N(C)C(=S)N1C | -16 | -2 | 0 | -10 | -0.5% | -19% | -2 | 1% | -3%
CC1(C)CC(=O)C2=C(C1)Nc1ccccc1NC2c1cc(Cl)ccc1O (centres undefined) | -7 | -7 | 1 | -3 | 0.0% | 0% | 0 | 13% | -3%
O=C(Nc1ccc(Br)cc1F)N1CCC(CN2CCCC2)CC1 | -20 | -4 | 1 | -8 | 4.3% | -7% | 1 | -19% | 3%
Cc1ccnc(NC(=O)CCC(=O)N(CC(=O)NC2CCCCC2)c2ccc3c(c2)OCO3)c1 | 0 | 28 | 2 | -6 | -0.6% | 1% | -2 | -4% | -4%
CC(C(=O)Nc1ccccn1)(c1ccccc1)c1ccccc1 | -12 | -6 | 2 | -16 | -0.7% | 2% | -9 | -2% | -4%
CCCCOc1ccc(CNC(=S)N/N=C/c2ccc(OC)c(OC)c2)cc1 | -2 | 3 | 2 | 23 | 0.0% | -2% | 0 | 1% | -6%
COc1ccccc1OCCn1c(C(C)Oc2ccccc2)nc2ccccc21 (centres undefined) | -5 | -7 | 18 | -26 | -0.5% | -1% | -2 | -2% | -4%
Cc1cc(C)n(CC(=O)N2c3ccccc3Sc3ccc(C(F)(F)F)cc32)n1 | -20 | -1 | 1 | 5 | 0.4% | -4% | -1 | -6% | -2%
Cc1cccc(Nc2ccncc2S(=O)(=O)NC(=O)NC(C)C)c1 | 10 | 11 | 1 | 4 | -1.0% | 0% | -2 | -6% | -1%&-5%&-4%
CC(C)CCOc1ccc(C(=O)C[N+]2(C)CCOCC2)cc1 | 16 | 2 | -1 | 4 | 1.3% | 0% | 0 | -2% | -4%
Cc1ccc(SCc2[nH]nc3c2C2(CCSCC2)C(C#N)=C(N)O3)cc1 | -18 | 7 | 0 | -16 | 0.8% | 0% | 3 | 2% | -2%
Cc1ccc(NC(=O)C(C)Sc2nnc3ccccn23)cc1 (centres undefined) | -4 | / | / | / | / | 2% | / | 0% | 1%
COc1ccc2c(c1)C(C1C(=O)CCCC1=O)c1ccccc1O2 (centres undefined) | -3 | -9 | 1 | 14 | 1.7% | 2% | -9 | 7% | 1%
COC(=O)c1ccccc1NC(=O)Cc1ccccc1OC | -2 | -5 | -1 | 2 | 0.1% | 0% | 0 | 3% | 1%
CCCCC(=O)N1CCN(c2nc3ccc(Cl)cc3s2)CC1 | -13 | 4 | 12 | -5 | -2.7% | 5% | -5 | 2% | 6%
CC(C)c1ccc(C(O)Cc2nc3ccccc3n2C)cc1 (centres undefined) | -12 | 2 | 2 | 14 | -4.3% | -1% | -1 | 3% | 1%
COCCCNC(=O)c1c(NC(=O)Cc2coc3c(C)c(C)ccc23)sc2c1CCCC2 | -19 | 8 | 4 | 4 | 0.3% | -1% | -3 | 2% | -4%
